FUS suppressor = rescues growth of FUS-expressing yeast; S. cerevisiae FUS-expressing, growth rescue, OD600, 24 h; Potency, µM (top dose mostly 76.6 µM), for the others: top-dose growth rescue (activation), usual class: activators; 0.24% of 390,000 active; AID 1347120;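 further: potency means the concentration at half of the fitted maximal effect; plate controls were DMSO vehicle for no effect and reference control for full effect; nearly all actives have a fitted effect of over 55% in size; some results filed as inactive show a strong effect at the top dose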
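Compound concentration series was pinned onto galactose-induced FUS-expressing yeast seeded at OD 0.005. Plates sat 24hr at 30C; absorbance at 600 nm gave growth. DMSO served as background control.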
DRD3 antagonist = blocks the human D3 dopamine receptor. 2.5% of 360,000 active. max response, negative = inhibition, %. P35462. AID 652054. D3R cells, DiscoveRx beta-arrestin luminescence, antagonist mode; stronger effect = lower value; in the data active means max response below about -50%; inconclusive means no clear call, values can overlap the other calls; further: on the % scale 0 is the no-effect control and ±100 the full control effect; mostly tested at two doses, the higher about 12 µM
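Cells expressing the human receptor were seeded at 1500 cells/well, incubated overnight at 37 degrees C in 5% CO2, then exposed to library compounds with dopamine controls for 90 minutes at 37 degrees C before luminescent detection.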
PTHR1 agonist = agonists of human PTHR1 parathyroid hormone receptor; Q03431; HEK293 GP2 PTHR1 cells, GloSensor cAMP luminescence, 1 h; Potency, µM (series often up to 115 µM), without a hit: top-dose activation, most hits filed as activators; 0.075% of 410,000 active; further: potency means the concentration at half of the fitted maximal effect; nearly all actives have a fitted effect of over 55% in size; some results filed as inactive show a strong effect at the top dose; inactives centre near -15; many of its hits are not listed in these tables
Target sequence (Q03431 whole entry, looked up): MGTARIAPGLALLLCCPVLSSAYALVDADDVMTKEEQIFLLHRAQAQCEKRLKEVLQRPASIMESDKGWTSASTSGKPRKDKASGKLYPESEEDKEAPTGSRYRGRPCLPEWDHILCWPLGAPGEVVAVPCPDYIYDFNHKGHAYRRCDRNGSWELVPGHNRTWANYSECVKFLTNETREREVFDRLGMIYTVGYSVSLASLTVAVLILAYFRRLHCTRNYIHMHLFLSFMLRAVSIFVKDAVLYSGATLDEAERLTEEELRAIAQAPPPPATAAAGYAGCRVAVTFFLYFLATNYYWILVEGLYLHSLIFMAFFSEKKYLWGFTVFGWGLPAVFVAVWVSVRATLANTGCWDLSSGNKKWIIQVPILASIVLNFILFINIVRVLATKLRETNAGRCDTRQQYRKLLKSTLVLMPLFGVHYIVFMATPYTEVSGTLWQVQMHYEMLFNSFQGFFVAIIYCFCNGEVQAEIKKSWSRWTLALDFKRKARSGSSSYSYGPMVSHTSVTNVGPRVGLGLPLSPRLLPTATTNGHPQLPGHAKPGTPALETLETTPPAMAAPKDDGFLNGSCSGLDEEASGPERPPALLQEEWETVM
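HEK-293-derived GP2 cells expressing PTHR1 and a GloSensor cAMP reporter, 3,000/well, plated overnight, given luciferin plus IBMX (each 0.5 mM as added) for 1 h at 37 °C, then compound for 1 h at 37 °C. Luminescence was read after 15 min at room temperature.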
TDP-43 yeast inh = inhibitors of TDP-43 toxicity in yeast; 1.8% of 410,000 active; TDP-43 expressing yeast growth rescue, BacTiter-Glo, 24 h; Potency, µM (highest dose often 46.1 µM), without a hit: top-dose growth rescue (activation), actives largely listed as activators; AID 652104; further: potency means the concentration at half of the fitted maximal effect; % of control where 0% means no effect; nearly all actives have a fitted effect of over 50% in size
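Cell-based yeast growth screen: TDP-43 expression induced in galactose, inoculum OD600=0.02 after raffinose pregrowth to mid-log. Read-out BacTiter-Glo luminescence at 24 hr, 30 deg C; inhibition of toxicity seen as signal increase.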
aSyn yeast inh = alpha-synuclein toxicity inhibition in yeast. Yeast expressing alpha-synuclein, growth rescue, BacTiter-Glo, 24 h. Potency, µM (highest dose often 46.1 µM), for the others: top-dose growth rescue (activation), usual class: activators. 0.14% of 370,000 active; further: potency means the concentration at half of the fitted maximal effect; % of control where 0% means no effect; nearly all actives have a fitted effect of over 65% in size
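Readout is rescue of growth in alpha-synuclein-expressing yeast, so inhibitors of toxicity appear as activators. Growth after 24 hr at 30 deg C in galactose medium is quantified by luminescence.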
GLP1R ag = activates the human GLP-1 receptor. P43220. HEK293 GLP-1R CRE-luciferase, luminescence, 4-6 h; cells express a hypersensitive GLP-1R form. Potency, µM (doses to about 45.6 µM), for inactives: top-dose activation, hits mostly activators. 0.007% of 380,000 active. AID 624172; further: potency means the concentration at half of the fitted maximal effect; % of control where 0% means no effect
Target sequence (P43220 whole entry, looked up): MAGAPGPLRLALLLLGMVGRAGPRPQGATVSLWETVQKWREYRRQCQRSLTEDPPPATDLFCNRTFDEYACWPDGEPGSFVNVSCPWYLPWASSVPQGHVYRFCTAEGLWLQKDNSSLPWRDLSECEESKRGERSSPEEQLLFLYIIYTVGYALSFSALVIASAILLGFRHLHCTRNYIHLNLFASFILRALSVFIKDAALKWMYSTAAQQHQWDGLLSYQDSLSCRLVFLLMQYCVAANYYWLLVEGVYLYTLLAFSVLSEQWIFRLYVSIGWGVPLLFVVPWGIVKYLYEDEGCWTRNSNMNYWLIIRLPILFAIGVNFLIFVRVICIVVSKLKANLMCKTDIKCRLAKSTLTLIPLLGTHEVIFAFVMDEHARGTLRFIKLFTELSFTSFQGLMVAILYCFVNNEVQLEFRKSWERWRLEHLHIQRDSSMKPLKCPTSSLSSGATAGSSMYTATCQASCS
Abeta rescue = restores growth of yeast expressing A-beta42 peptide | yeast expressing A-beta42, growth rescue, OD600, 48 h; response scale: 0% DMSO, 100% iron-clioquinol control | 0.063% of 410,000 active | Potency, µM (highest dose often 46.1 µM), for the others: at the highest dose growth rescue, actives largely listed as activators; further: potency means the concentration at half of the fitted maximal effect; nearly all actives have a fitted effect of over 55% in size
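Yeast A-beta toxicity model in growth medium with pinned compounds, 48 h at 30 C; growth read as absorbance at 600 nm. Normalized to FeCl3/clioquinol equimolar mix (positive) and DMSO (negative).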
GLP-1R inv ag = GLP-1 receptor (human) inverse agonism | P43220 | HEK293 GLP-1R CRE-luciferase, luminescence, 24 h; GLP-1R form is constitutively active | Potency, µM (titrated, usually from 38.3 µM), for the others: at the highest dose activity change, negative = inhibition, actives largely listed as inhibitors | 1.6% of 410,000 active; further: potency means the concentration at half of the fitted maximal effect; on the % scale 0 is the no-effect control and ±100 the full control effect; nearly all actives have a fitted effect of over 55% in size
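Using stably transfected HEK293 (constitutively active GLP-1R, cAMP-luciferase reporter), compounds were incubated 24 hr and luciferase measured by luminescence.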
Akt phos inh = blocks phosphorylation of Akt; activity change, % for hits at 50 µM; AID 651550; 0.32% of 360,000 active; Neuro2A IGF-stimulated pAkt S473 HTRF, 20 min; stronger effect = lower value; in the data active means activity change below about -80%; inconclusive means mostly about -51% to -80%; further: on the % scale 0 is the no-effect control and ±100 the full control effect
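Neuro2A cells in DMEM with 0.5% FBS, overnight at 37 deg C, given compound at single 50 µM final, then IGF (6 nM final) for 20 min at 37 deg C. Lysed; phospho-Akt Ser473 by HTRF after 24 h, 665/615 ratio.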
The depositor's hits bear a star; i = inactive; ? = inconclusive; nt = not tested or not shown; [ ] = dose if it differs, or a comment. Unless noted, the call rests on the fitted dose curve; in most records, active means well fitted curve in the direction sought with a large enough effect; inconclusive means small, poorly fitted or top-dose-only effect, or another doubt; inactive means no such curve, though single readings can be large; an effect the other way counts as inactive or inconclusive. The list is partial. The share of hits here may be higher or lower than overall.

SMILES	FUS suppressor	DRD3 antagonist	PTHR1 agonist	TDP-43 yeast inh	aSyn yeast inh	GLP1R ag	Abeta rescue	GLP-1R inv ag	Akt phos inh
Clc1ccc(OCc2nc3ccccc3[nH]2)cc1	5%	1	-47%[inhibitor]	-14%	-8%	8%	8%	?	i
COCc1cc(C)nc(Nc2cc(C)ccc2C)c1C#N	0%	20	i	1%	-8%	1%	-1%	0%	i
COc1ccc(N(CC(=O)N/N=C/c2ccc(OC)cc2OC)S(=O)(=O)c2ccccc2)cc1	7%	-29	-21%	-20%	-8%	18%	-15%	12%	i
Brc1cnc2nc(SC/C=C/c3ccccc3)[nH]c2c1	7%	-12	-16%	-19%	-3%	1%	?	22%	i
COC(=O)CNC(=O)CNC(=O)c1nn(-c2ccc(OC)c(OC)c2)c(=O)c2ccccc12	-19%	-22	-7%	3%	-7%	-1%	-4%	5%	i
Cc1ccc(-n2nc3c(c2NC(=O)c2ccccc2)CS(=O)(=O)C3)cc1C	nt	15	i	13%	0%	0%	11%	2%	i
CCCCCCN1CC(O)=C(c2ccccc2)C1=N	1%	8	i	20%	3%	2%	15%	0%	i
Cc1ccsc1C(=O)NNC(=O)c1ccc(NS(=O)(=O)c2cccs2)cc1	-11%	7	i	23%	5%	11%	3%	6%	i
Cc1cc(C)c2c3c(sc2n1)C(c1cccc(F)c1)C(C#N)=C(N)O3 (stereo not given)	13%	?	-7%[57.5 µM]	1%	23%	4%	-13%	0%	i
COc1ccc(S(=O)(=O)c2c(Nc3c(C)cccc3C)sc(C(=O)c3ccc4c(c3)OCO4)c2N)cc1	43%	nt	i	14%	nt	nt	3%	?	nt
Cc1ccnc(NS(=O)(=O)c2ccc(NC(=O)c3ccc(C)o3)cc2)n1	22%	-5	-13%	-10%	0%	-5%	-21%	0%	i
CCNc1nc(NC(C)C)nc(N2CC(=O)N(CC(=O)OCC)C2=N)n1	11%	0	-23%	19%	6%	17%	10%	100%[activator]	i
O=S(=O)(NC1CCN(S(=O)(=O)c2c(F)cccc2F)CC1)c1ccc2c(c1)OCCO2	14%	nt	-6%	nt	nt	-1%	29%	nt	nt
CCOc1ccc(N2CC(C)Cn3c2nc2c3c(=O)n(Cc3c(F)cccc3Cl)c(=O)n2C)cc1 (stereo not given)	1%	nt	i	16%	nt	nt	7%	-6%	nt
Cc1ccc(Nc2cc(C)nc(-c3ccccc3O)n2)cc1	-11%	35	-19%[57.5 µM]	?	-13%	3%	-13%	?	i
O=C(NCCc1ccccc1)C1CCCN(S(=O)(=O)c2cccc3nonc23)C1 (stereo not given)	-22%	43	i	-9%	-3%	0%	-7%	?	i
COc1ccccc1Cc1c(-c2ccc(OC)c(OC)c2)nc2c(Cl)cc(C(F)(F)F)cn12	12%	17	i	0%	-13%	18%	-4%	?	i
Cc1sc2ncn(/N=C/c3ccco3)c(=O)c2c1C	10%	7	-21%	2%	0%	16%	12%	20%	i
Cc1nc2ccccc2cc1OCc1ccc(F)cc1	-3%	2	-32%	?	-12%	19%	0%	?	i
Cc1cccc(CSc2nc3[nH]ncc3c(=O)[nH]2)c1	11%	3	-15%	-9%[9.22 µM]	-6%	11%	-10%	50%[activator]	i
COc1ccccc1C(=O)N/N=C/c1ccc(Cl)s1	12%	-20	-17%	-8%	-6%	16%	-14%	-18%	i
O=C(COC(=O)c1cc(Cl)ccc1Cl)NC1CCCC1	-3%	-18	-5%	-9%	6%	11%	-9%	-8%	i
O=S(=O)(c1ccc(Cl)cc1)N(Cc1ccccn1)Cc1ccccn1	18%	5	-85%[inhibitor]	-36%[inhibitor]	4%	5%	6%	-28%	i
CCOc1ccccc1NC(=O)c1ccc(F)c(S(=O)(=O)N2CCN(c3ccc(F)cc3)CC2)c1	-4%	nt	-55%	21%	nt	nt	6%	9%	nt
Cc1ccc(NC(=O)CN(C)C(=O)c2ccc(OCc3cn4ccccc4n3)cc2)cc1	-5%	0	-35%[inhibitor]	13%	-10%	11%	2%	3%	i
CC1CCCCN1CCCNC(=O)c1[nH]c2ccccc2c1Sc1ccc(Cl)cc1 (stereo not given)	25%	nt	29%	-2%	nt	nt	-19%	?	nt
CC12CCC(C(=O)NCc3ccc4c(c3)OCO4)(CC1=O)C2(C)C (stereo not given)	1%	-12	i	-13%	2%	1%	17%	11%	i
CC(C)c1ccc(NC(=O)C2Cc3ccccc3N2C(=O)c2ccccc2)cc1 (stereo not given)	-22%	nt	-2%	-13%	nt	nt	-7%	?	nt
CCS(=O)(=O)N1CCCC(C(=O)NCCc2ccc(OC)c(OC)c2)C1 (stereo not given)	-4%	3	0%[57.5 µM]	-3%	0%	0%	0%	1%	nt
COc1ccc(NC(=S)NCc2cccnc2)cc1OC	-35%	-26	?	4%	-4%	-6%	-10%	1%	i
CCOC(=O)c1cc2c(s1)-c1ccccc1CC2	5%	-11	-7%	3%	-7%	10%	3%	0%	i
COC(=O)C(CCCCNC(=O)c1ccc([N+](=O)[O-])cc1)NC(=O)c1ccc([N+](=O)[O-])cc1 (stereo not given)	24%	?	i	-2%	-12%	6%	-14%	6%	i
O=C1c2cccc3cc([N+](=O)[O-])cc(c23)C(=O)N1c1nncs1	7%	0	i	-10%	2%	0%	-11%	14%	i
NC(=O)CCN(C1CCCCC1)S(=O)(=O)c1cccc2nsnc12	-3%	4	i	-10%	4%	3%	7%	10%	i
COC(=O)[C@H](CCSC)NC(=O)Cn1ccc(N)nc1=O	-6%	-51*	-5%	-18%	-4%	-2%	-12%	18%	i
CC(C)[C@H](NC(=O)c1c(F)cccc1F)C(=O)OCC(=O)NNC(=O)c1ccccc1	-15%	-21	i	-4%	-7%	-1%	-13%	-3%	i
CC(/C=C/c1ccccc1)=N\NC(=O)Cn1nc(C)cc1C	14%	-4	i	6%	2%	4%	-13%	0%	i
COc1ccc(NC(=O)COC(=O)c2ccc3ccccc3n2)c(OC)c1	nt	-10	i	0%	1%	-10%	1%	16%	i
COc1ccccc1C(=O)NCCC(=O)NN1C(=O)NC2(CCCCC2)C1=O	-6%	21	i	10%	3%	-16%	-4%	9%	i
CCCCC(=O)Nc1nnc(S(=O)(=O)N(C)Cc2ccccc2)s1	-12%	nt	i	?	nt	nt	-16%	9%	nt
Cc1ccc(S(=O)(=O)C2(C(=O)O)CCCC2)cc1C	-6%	7	i	6%	-2%	-1%	-3%	4%	i
CCN(CC)c1ncnc2c1cnn2Cc1ccc(C)cc1	26%	24	-12%	?	14%	?	14%	16%	i
Cc1cc(C)nc(Nc2cccc3ccccc23)n1	-9%	4	-22%	-5%	-13%	9%	-10%	-2%	i
COc1ccc2nc(NC(=O)C3CCN(S(=O)(=O)c4cccnc4)CC3)sc2c1	5%	-25	-93%[inhibitor]	-14%	-1%	-2%	-3%	?	i
CC(=O)N1CCN(C(=O)c2cccc(S(=O)(=O)Nc3c(C)n(C)n(-c4ccccc4)c3=O)c2)CC1	4%	-6	2%	-13%	-2%	-12%	7%	6%	i
O=C(NC1CCCC1)c1cc2cc(Br)ccc2o1	4%	-20	-42%[inhibitor]	?	-1%	0%	7%	?	i
COC(=O)C[C@H]1C=C[C@@H](C(C(=O)OC)C(=O)OC)CN1C(C)=O	-18%	-3	-24%	-5%	-1%	2%	-2%	3%	i
CC(C)CN(C(=O)COC(=O)c1nc(Cl)ccc1Cl)c1c(N)n(Cc2ccccc2)c(=O)[nH]c1=O	nt	6	-14%	8%	0%	-1%	-11%	3%	i
Cc1cc(C)c2c(n1)sc1c(=O)n(CC(=O)c3ccccc3)cnc12	13%	-9	-4%	-17%	2%	-2%	-8%	1%	i
CCOc1ccc(CNS(=O)(=O)c2ccc(-c3cc(C(F)(F)F)on3)s2)cc1	8%	nt	i	15%	nt	nt	-1%	-25%	nt
CCOC(=O)N/N=C/c1ccccc1OCc1ccc(Cl)cc1	3%	0	i	-9%	-7%	6%	-7%	-25%	i
Cc1ccc(CNC(=O)CCN2C(=O)COc3ccc(C)cc32)cc1	19%	nt	-7%	19%	nt	0%	1%	1%	nt
c1ccc2oc(-c3ccn[nH]3)cc2c1	-13%	4	-14%	-14%	3%	11%	-12%	14%	i
Cn1cc(S(=O)(=O)c2ccccc2)n(C)c1=O	-17%	8	i	5%	-3%	-2%	-11%	15%	i
Cc1ccc(S(=O)(=O)Nc2c(C)n(C)n(-c3ccccc3)c2=O)cc1C(=O)NCc1ccccn1	-1%	6	-3%[57.5 µM]	8%	1%	-6%	1%	4%	i
Cc1ccc(Cn2c(=O)c3c(nc4n3CCN4Cc3ccco3)n(C)c2=O)cc1	36%	4	-19%	?	22%	15%	14%	-23%	i
CN1C(=O)Cc2cc(S(=O)(=O)CCC(=O)Nc3ccc(OC(F)(F)F)cc3)ccc21	34%	nt	-21%	3%	nt	nt	-7%	-8%	nt
Cc1cccc(NS(=O)(=O)c2ccc3oc(=O)ccc3c2)c1C	3%	?	i	-4%	8%	-5%	-15%	7%	i
Cc1ccc(-n2c(C)cc(/C=c3/sc4nc5ccccc5n4c3=O)c2C)cc1	16%	37	i	4%	6%	-21%	10%	?	i

As a short view, some entries already given.
SMILES	FUS suppressor	DRD3 antagonist	PTHR1 agonist	TDP-43 yeast inh	aSyn yeast inh	GLP1R ag	Abeta rescue	GLP-1R inv ag	Akt phos inh
Cc1cc(C)c2c(n1)sc1c(=O)n(CC(=O)c3ccccc3)cnc12	13%	-9	-4%	-17%	2%	-2%	-8%	1%	i
CCOc1ccc(CNS(=O)(=O)c2ccc(-c3cc(C(F)(F)F)on3)s2)cc1	8%	nt	i	15%	nt	nt	-1%	-25%	nt
CCOC(=O)N/N=C/c1ccccc1OCc1ccc(Cl)cc1	3%	0	i	-9%	-7%	6%	-7%	-25%	i
